# Rin1-Abl PPI inh = blocks binding of human Rin1 to Abl. inhibition, % at 7.35 µM. P00519+Q13671. AID 588664. hit rate 0.4% among 360,000. TR-FRET Rin1/Abl binding, biochemical; in the data active = inhibition above about 5%, passing the limit was not always enough
# Rpn11 inh = inhibitors of human proteasome Rpn11. O00487. human 26S proteasome, Ub4-pepOG fluorescence polarization; 20S core pre-blocked with epoxomicin. calls only at 20 µM. hit rate 0.59% among 360,000. AID 588493;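 active = inhibition at 20 µM, scaled to each plate's controls, above about 33%, limit read from the data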
# Target sequence (O00487 whole entry, looked up): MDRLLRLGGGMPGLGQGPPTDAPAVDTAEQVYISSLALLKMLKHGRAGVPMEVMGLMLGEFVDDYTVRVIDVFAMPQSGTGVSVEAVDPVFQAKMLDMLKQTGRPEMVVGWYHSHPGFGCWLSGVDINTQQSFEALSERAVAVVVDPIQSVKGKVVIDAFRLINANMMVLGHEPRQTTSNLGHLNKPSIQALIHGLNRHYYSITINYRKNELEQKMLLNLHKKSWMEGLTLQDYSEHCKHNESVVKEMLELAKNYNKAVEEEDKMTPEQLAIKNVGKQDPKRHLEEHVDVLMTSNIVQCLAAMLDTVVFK
# SKN-1 inh = blocks SKN-1 activity in C. elegans. C. elegans VP596 Pgst-4::GFP/RFP ratio, acrylamide-induced, 24 h. inhibition, % at 21.8 µM. hit rate 0.49% among 360,000;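 active = interference check ratio from 0.5 to 1.5 plus GFP to RFP signal ratio inhibition reaching or exceeding a fixed threshold, cut at about 30% in these data, passing the limit was not always enough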; note: some compounds called inactive have numbers as strong as hits
# CSN inh = blocks human CSN-mediated cullin deneddylation | Purified CSN, SCF-Nedd8-OG deneddylation, fluorescence polarization | inhibition, % at 12.5 µM | hit rate 0.38% among 360,000 | AID 651999;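 active = pattern-corrected inhibition above about 35%, with an unprinted fluorescence ratio check between 0.5 and 1.5, limit read from the data, passing the limit was not always enough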;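 note: 0% = enzyme with substrate and 100% = substrate without enzyme; some results filed as inactive read as strong as hits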
#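 test system = HEK293T-derived human Csn5 enzyme | amount = 0.24 nM Csn5 enzyme, final concentration | medium = Tris/NaCl/DTT buffer, pH 7.5 | schedule = 90 min reaction at room temperature | signal = FP | evaluation = inhibition of Csn5 cleavage, % | compound dosing = single dose of 12.5 µM compound with 0.25% DMSO | probe or stimulus = 10 nM SCFSkp2-Nedd8OG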
# Neddyl block = blocks human cullin neddylation; P61081+Q13564; TR-FRET cullin neddylation, biochemical; calls only at 25 µM; hit rate 0.58% among 360,000; AID 651699; in the data active = inhibition above about 36%
# Target sequence (P61081 whole entry, looked up): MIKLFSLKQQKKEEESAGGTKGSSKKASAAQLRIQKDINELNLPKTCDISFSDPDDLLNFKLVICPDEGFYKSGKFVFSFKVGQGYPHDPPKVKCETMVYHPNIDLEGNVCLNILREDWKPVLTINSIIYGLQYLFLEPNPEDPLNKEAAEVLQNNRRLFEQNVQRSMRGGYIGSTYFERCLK
# Target sequence (Q13564 whole entry, looked up): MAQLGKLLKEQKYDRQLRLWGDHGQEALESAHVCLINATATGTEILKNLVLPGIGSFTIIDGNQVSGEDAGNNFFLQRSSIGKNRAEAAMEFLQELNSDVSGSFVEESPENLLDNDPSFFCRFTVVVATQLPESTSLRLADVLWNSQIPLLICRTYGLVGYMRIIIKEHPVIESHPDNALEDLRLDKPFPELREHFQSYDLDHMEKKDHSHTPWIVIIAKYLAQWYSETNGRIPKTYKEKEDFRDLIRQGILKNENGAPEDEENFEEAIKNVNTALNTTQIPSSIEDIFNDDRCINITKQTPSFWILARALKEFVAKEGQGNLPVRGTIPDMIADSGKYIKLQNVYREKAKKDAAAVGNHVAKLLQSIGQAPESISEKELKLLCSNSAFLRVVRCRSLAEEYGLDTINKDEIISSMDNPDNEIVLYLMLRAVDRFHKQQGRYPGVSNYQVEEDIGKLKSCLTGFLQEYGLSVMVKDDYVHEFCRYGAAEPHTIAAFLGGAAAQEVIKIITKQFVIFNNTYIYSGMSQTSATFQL
# FAS TE block = inhibitors of human fatty acid synthase thioesterase domain; AID 602261; recombinant FAS-TE, OMFH fluorogenic substrate, fluorescence endpoint; inhibition, % at 15 µM; hit rate 0.67% among 360,000; P49327;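 active = compounds whose normalised, plate-corrected inhibition of enzyme fluorescence in the single-dose primary screen is 50% or more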;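 note: 0% = DMSO with enzyme and 100% = substrate without enzyme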
# MT1-MMP act inh = MT1-MMP (human) activation inhibition; hit rate 0.061% among 360,000; HT1080 RFP-PRO-GFP cells, GFP/RFP ratio fluorescence, overnight; percent of plate control window, DMSO zero; AID 651647; GFP/RFP ratio change, % at 20 µM;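 active = GFP/RFP ratio change of at least 30% with cell ATP level not reduced by more than half and red fluorescence within 50% of control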; note: strong numbers were not always called active
#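 Material – HT1080 RFP-PRO-GFP cells · Control set – DMSO wells and RFP-L50D-GFP cells · Incubation – overnight cell settling, then overnight compound exposure, 37 °C, 5% CO2 · Compound dosing – single-point 20 µM compound, 1% DMSO · Read-out – GFP/RFP fluorescence ratio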
# NadD block = NadD (S. aureus) enzyme inhibition. hit rate 0.78% among 360,000. purified NadD enzyme, colorimetric absorbance read-out. inhibition, % at 20 µM; in the data active = inhibition above about 26%; note: some compounds past the cut are filed as inactive
# MLLE-PAM2 inh = inhibitors of microRNA-mediated deadenylation, human PABP1 MLLE binding. P11940. inhibition, % at 20 µM. GST-MLLE / FITC-PAM2 fluorescence polarization. hit rate 0.36% among 360,000; in the data active = inhibition above about 35%, passing the limit was not always enough;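 note: plate controls were DMSO wells with GST-MLLE for no effect and wells lacking GST-MLLE protein for full effect; some results filed as inactive read as strong as hits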
# Active calls of the source: *; i = inactive; . = no result given; + = active, no number.
Molecule,NadD block,MT1-MMP act inh,SKN-1 inh,MLLE-PAM2 inh,CSN inh,Rpn11 inh,FAS TE block,Rin1-Abl PPI inh,Neddyl block
OCc1ccccc1NC(=S)Nc1cccnc1,-12,1,12,15,2,i,-6,0,i
CCCCCCNC(=O)CC(NS(=O)(=O)c1ccc(NC(C)=O)cc1)C(C)C (stereo unspecified),-2,-1,13,1,-1,i,-3,-3,i
CCC(=O)NC(=S)Nc1ccccc1C(F)(F)F,-1,0,-14,28,0,i,-8,-3,i
Cc1c(C#N)c2ncn(Cc3ccccn3)c(=O)c2n1-c1ccccc1,-4,7,12,0,1,i,2,2,i
CN(C)CCN1CCN(c2cc(-c3cccc(Cl)c3)nc3ccnn23)CC1,-1,0,23,-3,-3,i,-8,-5,.
CCc1ccc(CNc2ccc3c(c2)ncn3C(C)(C)C)cc1,-9,-3,17,31,-2,i,-2,2,i
CC1(C(=O)Nc2ccc3c(c2)OCCO3)CC1(Cl)Cl (stereo unspecified),-5,-3,-1,-3,0,i,1,0,i
O=C(O)c1cccc(NC(=S)N/N=C/c2cccnc2)c1,4,6,-6,13,1,i,-1,-5,i
Cn1c(O)c(C2=c3ccccc3=NC2=O)[nH]c1=S,2,12,11,-2,-10,i,-7,-6,i
Cc1ccc(/C=N/NC(=O)Cn2nccc2C)o1,-3,-1,7,6,-1,i,-11,6,i
Cc1ccc(C(C)C)c(OCC(=O)N/N=C/C2CCCCC2)c1,0,1,-10,-9,-8,i,9,3,i
Cc1nc2ccccn2c1C(=O)NC1CCCCC1,-3,0,-7,10,2,i,-4,1,i
O=[N+]([O-])c1cccc2c(N3CCCC3)ccnc12,-1,2,6,-16,3,i,-10,-10,i
COc1cccc(NC(=S)N(CCc2c(C)[nH]c3ccc(C)cc23)Cc2cccs2)c1,4,0,1,-10,2,i,19,2,i
O=C(NC1CCCc2ccccc21)c1c(F)cccc1Cl (stereo unspecified),3,-2,-1,-7,5,i,3,2,i
CS(=O)(=O)C1=NSC2=NC(=O)/C(=C\c3cccn3-c3ccc(Cl)cc3)C(=N)N21,17,-5,0,-24,100*,+,2,-1,i
O=C1CCc2cc(S(=O)(=O)Nc3ccccc3)cc3c2N1CC3,-2,10,5,17,4,i,-14,-1,i
CC(=O)OCC(=O)C1(O)CCC2C3CCC4=CC(=O)CCC4(C)C3C(O)CC21C (stereo unspecified),5,0,11,6,4,i,-2,-2,i
COc1ccc(CC(N)c2csc(NC(=O)Nc3ccccc3-c3ccccc3)n2)cc1 (stereo unspecified),31*,-10,-16,-6,0,i,-12,0,i
Cc1cc(C)nc(NC(=O)c2cc(-c3ccc4c(c3)OCO4)nc3ccccc23)c1,19,-9,13,-8,-2,i,18,-5,+

# Compound profiles (already shown).
# Shown for `Cc1ccc(/C=N/NC(=O)Cn2nccc2C)o1` : NadD block = -3; MT1-MMP act inh = -1; SKN-1 inh = 7; MLLE-PAM2 inh = 6; CSN inh = -1; Rpn11 inh = i; FAS TE block = -11; Rin1-Abl PPI inh = 6; Neddyl block = i
# Shown for `OCc1ccccc1NC(=S)Nc1cccnc1` : NadD block = -12; MT1-MMP act inh = 1; SKN-1 inh = 12; MLLE-PAM2 inh = 15; CSN inh = 2; Rpn11 inh = i; FAS TE block = -6; Rin1-Abl PPI inh = 0; Neddyl block = i

# (cont.)
Molecule,NadD block,MT1-MMP act inh,SKN-1 inh,MLLE-PAM2 inh,CSN inh,Rpn11 inh,FAS TE block,Rin1-Abl PPI inh,Neddyl block
Cc1oc(/C=N/NC(=O)CC2(C)OCCO2)cc1Br,-7,-5,0,-9,0,i,-11,0,i
CSc1cccc(NC(=O)/C=C/c2ccc(Cl)cc2)c1,0,5,18,10,-2,i,28,3,i
O=c1c2cnn(-c3ccccc3)c2ncn1CCc1ccccc1,-5,6,7,2,0,i,-9,-3,i
Cn1cc(Br)c(C(=O)N2CCc3ccccc32)n1,-1,-6,4,-1,2,i,-8,-1,i
O=C(NC1CCCCCC1)C1CCN(c2nc3ccccc3o2)CC1,-10,7,0,1,-1,i,-9,1,i
Cc1cc(Cl)ccc1NNC(=O)c1c(C)noc1C,4,2,-6,-19,1,i,21,-4,i
O=C(COc1cccc(F)c1)NNC(=O)Cc1ccc(Br)cc1,-4,1,-10,-22,-3,i,0,3,i
O=C(C1=C(O)C(=O)N(CC2CCCO2)C1c1ccccc1[N+](=O)[O-])c1ccco1 (stereo unspecified),2,-5,14,24,-3,i,-2,-2,i
CN(C)CCNC(=O)CN1C(=O)COc2ccc(C(C)(C)C)cc21,-1,1,10,-5,-1,i,-1,0,i
COc1ccc(N2CCN(S(=O)(=O)CCNC(=O)COc3ccc(Cl)cc3)CC2)cc1,-1,0,1,3,-7,i,-13,0,i
Cc1cc(NC(=O)CSc2nc3cc4c(cc3c(=O)n2CCc2ccccc2)OCO4)no1,11,-5,21,-1,-2,i,-4,0,i
CC1CN(c2ccc(Oc3ccccc3)cc2)c2nc3c(c(=O)[nH]c(=O)n3C)n2C1 (stereo unspecified),3,-2,18,3,-1,i,-2,-3,i
COC(=O)c1ccccc1NC(=S)NC(NC(=O)COc1ccccc1)C(Cl)(Cl)Cl (stereo unspecified),4,-1,-9,-58,-5,i,71*,0,i
COc1ccc(OC)c(CNc2ccc3c(c2)CCC3)c1,-1,-12,8,-21,6,i,8,-2,i
CCCn1c(SCC(=O)N(C)C2CCCCC2)n[nH]c1=O,0,-1,22,-22,4,i,-3,0,i
O=C(NCc1ccc2c(c1)OCO2)C1CCN(c2ncccn2)CC1,3,9,-8,10,0,i,-3,-1,i
CN(C)CCCNC(=O)c1ccccc1Oc1ccccc1,-4,3,17,2,5,i,-5,0,i
COCCn1c(-c2ccc(OC)cc2)cnc1N,4,14,11,-4,-2,i,-13,-4,i
O=C(CC12CC3CC(CC(Br)(C3)C1)C2)Nc1cccc(S(=O)(=O)NC2=NCCC2)c1,9,12,11,-4,-7,i,8,-2,i
Nc1ccc2c(c1)C(=O)N(CCCCCC(=O)O)C2,8,-9,15,10,-4,i,-8,2,.

# Part of the list above with just CSN inh and Rpn11 inh.
smiles	CSN inh	Rpn11 inh
O=C(C1=C(O)C(=O)N(CC2CCCO2)C1c1ccccc1[N+](=O)[O-])c1ccco1 (stereo unspecified)	-3	i
CN(C)CCNC(=O)CN1C(=O)COc2ccc(C(C)(C)C)cc21	-1	i
COc1ccc(N2CCN(S(=O)(=O)CCNC(=O)COc3ccc(Cl)cc3)CC2)cc1	-7	i
Cc1cc(NC(=O)CSc2nc3cc4c(cc3c(=O)n2CCc2ccccc2)OCO4)no1	-2	i
CC1CN(c2ccc(Oc3ccccc3)cc2)c2nc3c(c(=O)[nH]c(=O)n3C)n2C1 (stereo unspecified)	-1	i

# Rewritten with two lines to a compound: part of the list above.
# Screens in order – NadD block	MT1-MMP act inh	SKN-1 inh	MLLE-PAM2 inh	CSN inh	Rpn11 inh	FAS TE block	Rin1-Abl PPI inh	Neddyl block
> COc1ccc(OC)c(CNc2ccc3c(c2)CCC3)c1
  -1	-12	8	-21	6	i	8	-2	i
> O=C(NCc1ccc2c(c1)OCO2)C1CCN(c2ncccn2)CC1
  3	9	-8	10	0	i	-3	-1	i

# The list continues.
Molecule,NadD block,MT1-MMP act inh,SKN-1 inh,MLLE-PAM2 inh,CSN inh,Rpn11 inh,FAS TE block,Rin1-Abl PPI inh,Neddyl block
Cc1ccc(C(C)C)c(OCC(=O)NNC(=O)Cn2[nH]c(=O)c3ccccc3c2=O)c1,11,0,-2,3,1,i,-2,1,i
O=C(NNC(=O)c1ccccc1[N+](=O)[O-])c1cccs1,-4,0,-6,-16,-6,i,-5,1,i
CC1(C)NC(=O)NC2(C)NC(=O)NC(C)(C)C12 (stereo unspecified),-3,-3,-10,15,1,i,-13,1,i
CCCCCCCCC(=O)N/N=C(\C)c1cccnc1,3,-3,16,4,0,i,-3,0,i
CCN1C(=O)[C@H]2[C@H]3CN=C(SCc4ccc(C)cc4)N3[C@@](Cc3ccccc3)(C(=O)OC)[C@H]2C1=O,-2,-1,1,12,2,i,16,3,i
COc1ccc(-n2c(Cc3cccn3C)nnc2SCC(=O)NC2CCCC2)cc1,0,1,19,-5,-3,i,-1,-2,i
O=C(CCCOc1ccc(Br)cc1)NCCc1ccc(OC(F)F)cc1,-11,2,-1,11,2,i,17,2,i
c1ccc(-c2nc(N3CCCCC3)nc3ccccc23)cc1,6,7,-2,-1,4,i,17,-1,.
CN1CCN(C(=S)c2ccc(-c3cccc([N+](=O)[O-])c3)o2)CC1,-2,-1,4,5,6,i,5,1,i
COc1ccc(OC)c(NC(=O)CSc2ccc3nnc(-c4cccnc4)n3n2)c1,-13,6,5,7,-5,i,-5,-5,i
COc1ccc(C(CNC(=O)COc2c(C)cc(C)cc2C)N2CCOCC2)cc1 (stereo unspecified),9,-3,8,4,3,i,6,2,i
COc1ccc(NC(=S)Nc2ccc(N)c([N+](=O)[O-])c2)cc1,1,9,-9,25,-1,i,2,-7,i
COc1ccc(C(=O)NC2CC(C)(C)NC(C)(C)C2)cc1OC,1,0,7,8,1,i,-4,-2,i
COc1ccc(CCCc2nnc(SCC(=O)Nc3nc(C)cs3)n2C)cc1C,4,0,-4,-3,-2,i,-7,0,i
Cc1cc(C)nc(NC=C2C(=O)OC(C)(C)OC2=O)n1,-3,1,-13,0,-4,i,-6,4,i
Cc1ccc([N+](=O)[O-])cc1S(=O)(=O)N1CCN(C)CC1,1,-1,-3,-8,-4,i,-1,2,i
COc1ccccc1NS(=O)(=O)c1cc(C(=O)NCC(c2ccco2)N(C)C)ccc1C (stereo unspecified),-3,-4,10,-8,5,i,-4,-2,i
Cc1cccc(N2CCN(C(=O)Cn3sc4nc(C)cc(C)c4c3=O)CC2C)c1 (stereo unspecified),2,-4,-2,18,7,i,-4,-2,i
Cc1ccc(Nc2nc(N)nc(CSc3nnc(C)s3)n2)cc1,-1,0,-4,-1,-6,i,-3,0,i
O=C(O)c1ccccc1C(=O)Nn1cnnc1,0,1,-3,2,2,i,-7,-1,i
Cc1ccc(S(=O)(=O)N(C)c2ccc(C(=O)NCc3ccccn3)cc2)cc1,-4,-4,1,-3,2,i,-1,-1,i
CCc1cc(=O)[nH]c(SCC(=O)Nc2ccc3c(c2)OCCO3)n1,4,-1,-12,-3,5,i,-8,-1,i
Cc1ccc(NC(=O)CN(C)C(=O)COC(=O)/C=C/c2cccs2)cc1,-6,-1,-12,-5,3,i,-1,2,i
COc1ccc2ncn(-c3ccccc3)c2c1,-7,-5,-9,-4,-5,i,-8,4,i

# From PubChem BioAssay
